RAD54 branch: inhibitors of human RAD54 branch migration | Q92698 | RAD54 Holliday junction branch migration, FAM/BHQ fluorescence | inhibition, % at 10.4 µM | 360,000 compounds, 0.14% hits | AID 602329;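 active = mean normalized replicate activity at least 40 and at least half of replicates scoring 40 or more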;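 note: 0% = median of neutral control wells and 100% = median of positive control wells; inhibitors cause a drop in the FAM fluorescence signal; in these data hits start at about 50%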
Target sequence (Q92698 whole entry, looked up): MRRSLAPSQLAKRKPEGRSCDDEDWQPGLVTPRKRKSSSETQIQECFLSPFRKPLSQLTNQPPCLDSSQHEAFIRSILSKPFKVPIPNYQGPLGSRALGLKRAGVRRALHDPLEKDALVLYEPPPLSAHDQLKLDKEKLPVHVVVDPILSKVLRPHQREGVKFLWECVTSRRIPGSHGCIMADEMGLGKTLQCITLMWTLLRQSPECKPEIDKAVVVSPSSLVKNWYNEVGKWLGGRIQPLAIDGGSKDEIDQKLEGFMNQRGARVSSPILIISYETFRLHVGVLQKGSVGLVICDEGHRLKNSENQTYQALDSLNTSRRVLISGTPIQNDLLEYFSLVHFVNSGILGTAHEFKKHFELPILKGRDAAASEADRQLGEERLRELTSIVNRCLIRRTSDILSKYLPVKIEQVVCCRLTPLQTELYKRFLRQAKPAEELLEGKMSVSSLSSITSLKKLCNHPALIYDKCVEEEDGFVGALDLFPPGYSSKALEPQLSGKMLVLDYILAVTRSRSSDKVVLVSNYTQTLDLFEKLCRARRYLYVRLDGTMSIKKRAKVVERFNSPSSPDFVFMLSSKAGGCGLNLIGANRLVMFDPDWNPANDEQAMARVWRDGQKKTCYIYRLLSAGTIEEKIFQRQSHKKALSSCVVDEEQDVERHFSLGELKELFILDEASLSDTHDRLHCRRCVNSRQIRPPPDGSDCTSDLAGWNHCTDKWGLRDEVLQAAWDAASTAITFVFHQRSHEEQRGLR
* marks the source's active call; other numbers are inactive results.

Screening COC(=O)CC1=C(C(=O)OC)C(c2cccs2)C(C#N)=C(N)O1 (configuration not stated) returned RAD54 branch -11.
For O=C(c1cc2nc(C3CC3)cc(C(F)F)n2n1)N1CCOCC1 the results were RAD54 branch -9.
Screening O=C(NC(=O)c1ccccc1)OCC(F)(F)F returned RAD54 branch 2.
For COC(=O)c1ccc2ccccc2n1 the results were RAD54 branch 1.
Screening COC(=O)CSc1nnnn1-c1ccccc1 returned RAD54 branch -12.
O=C(OCc1c(Cl)cccc1Cl)c1cnccn1 was read as RAD54 branch -5.
COc1ccc(OC)c(NC(=O)C(=O)N/N=C/c2ccccc2[N+](=O)[O-])c1 was read as RAD54 branch -2.
CC(Sc1nc2ccc(Br)cc2[nH]1)C(=O)O (configuration not stated) was read as RAD54 branch -3.
CCCOC(=O)c1ccc(Oc2cn[nH]c2-c2ccc(OCC)cc2O)cc1 was read as RAD54 branch 3.
For O=C(NCCc1ccccn1)c1n[nH]c(=O)c2ccccc12 the results were RAD54 branch -10.
CCC1CCCCN1S(=O)(=O)c1ccc(S(=O)(=O)N2CCN(S(=O)(=O)CC)CC2)cc1 (configuration not stated) was read as RAD54 branch 8.
`CCCOc1ccccc1N/C(=N\S(=O)(=O)c1ccc(C)cc1)Nc1nc(C)cc(C)n1` gave RAD54 branch 17.
O=C1C2CCCN2C(c2cccs2)N1c1ccc(Cl)cc1 (configuration not stated) was read as RAD54 branch 0.
`Cc1cccc(CSc2ncnc3c2cnn3Cc2ccccc2)c1` gave RAD54 branch -2.
Screening CCC(C)(C)C1CCC(=NNC(=O)c2ccoc2C)CC1 (configuration not stated) returned RAD54 branch -4.
For COc1ccc(-c2noc(CCC(=O)NCc3cccnc3)n2)cc1OC the results were RAD54 branch -1.
Screening O=C(OC(C(=O)NC1CCCC1)c1ccc(F)cc1)c1ccno1 (configuration not stated) returned RAD54 branch -6.
COc1cc(C(c2nnnn2C2CCCC2)N2CCc3ccccc3C2)ccc1O (configuration not stated) was read as RAD54 branch 8.
Screening N=c1c(C(=O)NCc2ccco2)cc2c(=O)n3ccccc3nc2n1CC1CCCO1 (configuration not stated) returned RAD54 branch 17.
For CCOc1ccccc1NC(=O)Cn1nnc(C(=O)NCc2ccco2)c1N the results were RAD54 branch -8.
CCn1c(SCC(=O)c2cc(C)n(-c3ccc(C(=O)OC)cc3)c2C)nnc1-c1cccnc1 was read as RAD54 branch 9.
CCOc1ccc(Br)cc1S(=O)(=O)N1CC(C)OC(C)C1 (configuration not stated) was read as RAD54 branch -9.
For C[C@@H]1NC(=O)c2cc([N+](=O)[O-])cc(I)c2NCCCC[C@@H](C(N)=O)NC(=O)[C@H](CCC(=O)O)NC1=O the results were RAD54 branch -10.
`COC(=O)CCCNS(=O)(=O)c1ccc2ccccc2c1` gave RAD54 branch -3.
Cc1nc(SCC(=O)c2ccccc2)c([N+](=O)[O-])[nH]1 was read as RAD54 branch 14.
`CC(SCc1ccccc1)C(=O)Nc1ccc2c(c1)OCO2` (configuration not stated) gave RAD54 branch -5.
Screening C=CCc1cccc(/C=N/n2c(C)nnc2C)c1O returned RAD54 branch -7.
For CCOC(=O)CN(C#N)c1nc(C)cc(C)n1 the results were RAD54 branch 5.
CC(C)(C)SCCNC(=O)CSCc1ccc([N+](=O)[O-])cc1 was read as RAD54 branch 6.
For CC1(C)Oc2ccc(C(=O)N3CCOCC3)cc2N(CC(=O)Nc2ccccc2)C1=O the results were RAD54 branch 5.
O=C(c1cc2ccccc2oc1=O)N1CCSC1c1ccco1 (configuration not stated) was read as RAD54 branch -2.
Screening C=CCn1c(SCC(=O)O)nnc1-c1cccs1 returned RAD54 branch -3.
Screening CNC(=O)c1c(NC(=O)c2nc3ccccc3s2)sc2c1CCC2 returned RAD54 branch -2.
O=C1NC2(CCCc3ccccc32)C(=O)N1Cc1nnc(-c2ccccc2Br)o1 (configuration not stated) was read as RAD54 branch 5.
CCN(CC)CCNC(=O)C1CCC(=O)N(c2ccc(OC)cc2)C1c1ccc(F)cc1 (configuration not stated) was read as RAD54 branch -4.
Screening CCn1c(COc2ccc(=O)n(-c3ccccc3)n2)nnc1SCc1ccccc1C returned RAD54 branch 10.
For Cc1csc(NC(=O)CSc2nc3sc(C)c(C)c3c(=O)[nH]2)n1 the results were RAD54 branch -1.
For COc1cccc(NC(=O)c2ncn[nH]2)c1 the results were RAD54 branch 1.
CCOc1cccc(-c2nnc(SCC(=O)Nc3cc(C)ccc3OC)n2N)c1 was read as RAD54 branch -1.
For COc1ccc(C(=O)c2ccc(Cl)cc2Cl)cc1 the results were RAD54 branch 0.
O=C(CCNS(=O)(=O)c1cccc2nsnc12)NCCC1=CCCCC1 was read as RAD54 branch 7.
Screening CCCNc1nc2c(c(=O)n(C)c(=O)n2C)n1CCc1ccccc1 returned RAD54 branch 5.
Screening Cc1nn(-c2cc(N3CCNCC3)ccc2[N+](=O)[O-])c(=O)c2ccccc12 returned RAD54 branch -1.
`O=C1C2CC=CCC2C(=O)N1c1ccc(OCC(O)Cn2nnc3ccccc32)cc1` (configuration not stated) gave RAD54 branch -20.
`O=C(O)CCSc1nc2ccc(Br)cc2[nH]1` gave RAD54 branch 19.
`COc1ccc2[nH]c(=O)c(CN(CCN(C)C)C(=O)NCc3ccccc3)cc2c1` gave RAD54 branch -11.
For CC(=O)Nc1ccc2nc(C)n(Cc3ccc(Cl)cc3)c(=O)c2c1 the results were RAD54 branch -5.
`O=C(NCc1ccco1)c1ccc2c(c1)C(=O)N(Cc1ccccc1)C2=O` gave RAD54 branch -2.
Screening CCc1nnc(NC(=O)CN2CCN(c3nc(-c4ccccc4)cs3)CC2)s1 returned RAD54 branch 8.
For Cc1nc(C(F)(F)F)c(C(=O)NC(=O)Nc2ccccc2)s1 the results were RAD54 branch -10.
`Cc1ccc(S(=O)(=O)Cn2nnnc2C(CC(C)C)N2CCN(c3ccc(F)cc3)CC2)cc1` (configuration not stated) gave RAD54 branch 0.
Cc1ccc2nc(CSc3nnc(Cc4cccs4)n3C3CCCCC3)cc(=O)n2c1 was read as RAD54 branch 6.
O=C(c1ccc(Cl)c(F)c1F)N1CCCC1 was read as RAD54 branch 5.
CC(C)CCn1c(NCCN(C)C)nc2c1c(=O)[nH]c(=O)n2C was read as RAD54 branch -4.
For CCn1c2ccccc2c2cc(NS(=O)(=O)c3ccccc3C)ccc21 the results were RAD54 branch 2.
Screening N=c1c2c3c(sc2nc2n1CCCCC2)CCCC3 returned RAD54 branch -6.
For CC(C(=O)Nc1ncc2c(n1)CC(C)(C)CC2=O)N1C(=O)c2ccccc2C1=O (configuration not stated) the results were RAD54 branch -5.
`CC(=O)c1cccc(NC(=O)c2nccnc2C(=O)O)c1` gave RAD54 branch -4.
CC(C)Cn1c(-c2ccc(C#N)cc2)nc2c1c(=O)[nH]c(=O)n2CC(C)C was read as RAD54 branch -6.
Screening OC1(c2cccc(F)c2)CCN(Cc2ccncc2)CC1 returned RAD54 branch -9.

Arranged by molecular weight (ascending): 23 of the compounds above.
For COc1cccc(NC(=O)c2ncn[nH]2)c1 the results were RAD54 branch 1.
Screening N=c1c2c3c(sc2nc2n1CCCCC2)CCCC3 returned RAD54 branch -6.
For COc1ccc(C(=O)c2ccc(Cl)cc2Cl)cc1 the results were RAD54 branch 0.
`CC(=O)c1cccc(NC(=O)c2nccnc2C(=O)O)c1` gave RAD54 branch -4.
Screening OC1(c2cccc(F)c2)CCN(Cc2ccncc2)CC1 returned RAD54 branch -9.
`O=C(O)CCSc1nc2ccc(Br)cc2[nH]1` gave RAD54 branch 19.
CC(C)CCn1c(NCCN(C)C)nc2c1c(=O)[nH]c(=O)n2C was read as RAD54 branch -4.
Screening CCCNc1nc2c(c(=O)n(C)c(=O)n2C)n1CCc1ccccc1 returned RAD54 branch 5.
For CC(=O)Nc1ccc2nc(C)n(Cc3ccc(Cl)cc3)c(=O)c2c1 the results were RAD54 branch -5.
`O=C(NCc1ccco1)c1ccc2c(c1)C(=O)N(Cc1ccccc1)C2=O` gave RAD54 branch -2.
For CCn1c2ccccc2c2cc(NS(=O)(=O)c3ccccc3C)ccc21 the results were RAD54 branch 2.
Screening Cc1nn(-c2cc(N3CCNCC3)ccc2[N+](=O)[O-])c(=O)c2ccccc12 returned RAD54 branch -1.
For Cc1csc(NC(=O)CSc2nc3sc(C)c(C)c3c(=O)[nH]2)n1 the results were RAD54 branch -1.
For CC(C(=O)Nc1ncc2c(n1)CC(C)(C)CC2=O)N1C(=O)c2ccccc2C1=O (configuration not stated) the results were RAD54 branch -5.
O=C(CCNS(=O)(=O)c1cccc2nsnc12)NCCC1=CCCCC1 was read as RAD54 branch 7.
`COc1ccc2[nH]c(=O)c(CN(CCN(C)C)C(=O)NCc3ccccc3)cc2c1` gave RAD54 branch -11.
CCOc1cccc(-c2nnc(SCC(=O)Nc3cc(C)ccc3OC)n2N)c1 was read as RAD54 branch -1.
Screening CCc1nnc(NC(=O)CN2CCN(c3nc(-c4ccccc4)cs3)CC2)s1 returned RAD54 branch 8.
`O=C1C2CC=CCC2C(=O)N1c1ccc(OCC(O)Cn2nnc3ccccc32)cc1` (configuration not stated) gave RAD54 branch -20.
Screening CCn1c(COc2ccc(=O)n(-c3ccccc3)n2)nnc1SCc1ccccc1C returned RAD54 branch 10.
CCN(CC)CCNC(=O)C1CCC(=O)N(c2ccc(OC)cc2)C1c1ccc(F)cc1 (configuration not stated) was read as RAD54 branch -4.
Cc1ccc2nc(CSc3nnc(Cc4cccs4)n3C3CCCCC3)cc(=O)n2c1 was read as RAD54 branch 6.
`Cc1ccc(S(=O)(=O)Cn2nnnc2C(CC(C)C)N2CCN(c3ccc(F)cc3)CC2)cc1` (configuration not stated) gave RAD54 branch 0.

Continuation:
For CS(=O)(=O)N(CCc1ccccc1)CC(=O)NCc1ccc2c(c1)OCO2 the results were RAD54 branch 3.
`O=C1NC(=O)C2(CCc3ccccc32)N1` (configuration not stated) gave RAD54 branch -6.
`Cc1sc2ncn(-n3c(C)ccc3C)c(=O)c2c1C` gave RAD54 branch -6.
Screening CCCCNC(=O)c1cn(-c2ccc(OCC)cc2)c(=O)c2cc(OC)c(OC)cc12 returned RAD54 branch -8.
Screening CN(C)c1ccc(/C=C2\SC(=S)N(Nc3ncc(C(F)(F)F)cc3Cl)C2=O)cc1 returned RAD54 branch -16.
Screening CN(C(=O)COC(=O)C1CCN(S(=O)(=O)c2cccs2)CC1)C1CCS(=O)(=O)C1 (configuration not stated) returned RAD54 branch 0.
Cn1c(=O)c2cn(-c3cccc4ccccc34)cc2n(C)c1=O was read as RAD54 branch -6.
COc1ccccc1N1CCN(C(c2ccccc2Cl)c2nnnn2C(C)(C)C)CC1 (configuration not stated) was read as RAD54 branch -4.
`CCN1CCN(c2c(Cl)cccc2NC(=O)c2ccc(Br)o2)CC1` gave RAD54 branch 21.
COc1ccc2nc(NC(=O)CN3CCN(C)CC3)sc2c1 was read as RAD54 branch 2.
COc1cc(C)c(C)cc1S(=O)(=O)N1CCN(Cc2ccc3c(c2)OCO3)CC1 was read as RAD54 branch -2.
CC(C)c1ccc(Nc2nc(NCc3ccco3)nc(N3CCOCC3)n2)cc1 was read as RAD54 branch 7.
`CN(C)CC#Cc1cccc(-c2nc(C(=O)NCCCN3CCOCC3)cc3c2[C@H](CCO)N(S(=O)C(C)(C)C)C3)c1` (some centres not stated) gave RAD54 branch 33.
CCN(CC)Cc1c(O)c(Cl)cc2c(C)c(C)c(=O)oc12 was read as RAD54 branch 7.
`CCCC(C(=O)NCc1ccccc1)N(C(=O)Cn1nnc(-c2cccs2)n1)c1ccc2c(c1)OCCO2` (configuration not stated) gave RAD54 branch -6.
Screening CCCCc1ccc(NC(=O)c2c(C)noc2C)cc1 returned RAD54 branch -5.
Screening Cn1c(SCC(=O)N2CCCCC2)nc2cccnc21 returned RAD54 branch -15.
For O=C(CC(Cc1ccccc1)C(=O)O)NCCc1ccc2c(c1)OCO2 (configuration not stated) the results were RAD54 branch -2.
`Cc1cc(C)n(-c2ccn(Cc3ccc(Cl)cc3Cl)c(=O)n2)n1` gave RAD54 branch -13.
`C=CCn1c(=O)n(CCC#N)c(=O)n(CCC#N)c1=O` gave RAD54 branch 2.
`CN(Cc1ccccc1)S(=O)(=O)c1ccc2c(c1)OCCO2` gave RAD54 branch 3.
COC(=O)[C@H](CCSC)NC(=O)NC1CCN(Cc2ccccc2)CC1 was read as RAD54 branch -2.
Screening CN(C(=O)C12CC3CC(CC(C3)C1)C2)C1(C)CCS(=O)(=O)C1 (configuration not stated) returned RAD54 branch 6.
Screening O=C(NCC1CCCO1)C1CCCCN1S(=O)(=O)c1ccc(F)cc1 (configuration not stated) returned RAD54 branch 6.
Screening Cc1ccc(C(=O)N2CCN(Cc3ccc4c(c3)OCO4)CC2)o1 returned RAD54 branch -10.
For Cc1ccc(-c2nnc(N(C)C(=O)c3ccccn3)s2)cn1 the results were RAD54 branch -26.
Screening COc1cc(C(=O)Nc2ccc(S(=O)(=O)Nc3cc(C)on3)cc2)cc(OC)c1OC returned RAD54 branch 3.
For CC1(C)CCc2nc(SCc3ccccc3)c(C#N)cc2C1 the results were RAD54 branch -2.
`Cc1cc(SCc2cccc(C(F)(F)F)c2)nc(=O)[nH]1` gave RAD54 branch -4.
C=CCN1C(=O)C(O)(CC(=O)c2c(C)n[nH]c2C)c2cc(Br)ccc21 (configuration not stated) was read as RAD54 branch -8.
For CC(=O)Nc1cccc2c1C(=O)N(c1cccc(C)c1)C2=O the results were RAD54 branch -12.
Screening Cn1c(=O)[nH]c(=O)c2c1nc(NCCCn1ccnc1)n2Cc1ccc(F)cc1 returned RAD54 branch -5.
`COC(=O)c1ccc2c(c1)S(=O)(=O)NC(=NCc1ccco1)S2` gave RAD54 branch 2.
Cc1nn(C)c(C(=O)N/N=C/c2ccccc2)c1[N+](=O)[O-] was read as RAD54 branch 7.
For CNC(=O)NC1CCCc2ccccc21 (configuration not stated) the results were RAD54 branch -12.
`COc1cc(C)c(Cl)cc1S(=O)(=O)NCCCN1CCOCC1` gave RAD54 branch -3.
CC(=O)NCCc1ccc(S(=O)(=O)Nc2cccnc2)cc1 was read as RAD54 branch 8.
Screening CCOC(=O)C(C)n1cnc2c1c(=O)[nH]c(=O)n2C (configuration not stated) returned RAD54 branch 1.
O=S(=O)(c1ccc(F)cc1)n1ccc2cccnc21 was read as RAD54 branch 4.

Compound activity from PubChem.

These rows are one share of the data, so the mix of outcomes need not match the whole.
